GRIN3A LBD mod = binders of NR3A ligand-binding domain, primary screen, biophysical, differential scanning fluorimetry, uHTS. NR3A LBD differential scanning fluorimetry, Tm shift; 0% = protein alone, 100% = glycine-bound protein. Tm shift relative to glycine control, % at 25 µM. Glutamate receptor ionotropic, NMDA 3A (GRIN3A) ligand-binding domain. 2.5% of 340,000 active;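 active = melting temperature shift of at least 10% of the positive control shift, at one fixed dose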
Starred values were filed as active, the others as inactive. This is a subset; rates above refer to the full screens.

| GRIN3A LBD mod | canonical_smiles |
| --- | --- |
| 1 | Cc1ccc(S(=O)(=O)NCC(=O)N(CC(=O)NC2CCCC2)c2ccc3c(c2)OCCO3)cc1 |
| 1 | O=C1CCC2(CCCCC2)N1 |
| -1 | COC(=O)c1ccc(CNC(=O)Cn2cnnn2)cc1 |
| -3 | Cc1ccc(-c2nc(C)sc2CC(=O)NCc2ccco2)cc1 |
| 1 | Cc1ccc(-c2cc(C(F)(F)F)n3ncc(C(=O)O)c3n2)cc1 |
| 27* | CC(=O)Nc1ccc(-c2csc(NC(=O)Nc3ccccc3)n2)cc1 |
| -2 | COc1cc2cc(c1Cl)N(C)C(=O)CC(OC(=O)C(C)N(C)C(C)=O)C1(C)OC1C(C)C1CC(O)(NC(=O)O1)C(OC)C=CC=C(C)C2 (stereo not drawn) |
| 2 | CCCCn1cnc2c(SCc3ccccn3)nc(N)nc21 |
| 1 | CCC(=O)Nc1cc2c(cc1Cl)-c1ccccc1C2 |
| 2 | Cc1ccsc1C(=O)Nc1cc(Cl)ccc1-n1cncn1 |
| 0 | CCN(C(=O)COC(=O)c1cccc2ccccc12)c1c(N)n(Cc2ccccc2)c(=O)[nH]c1=O |
| -2 | c1ccc(CCNc2ccnc3cc4ccccc4cc23)cc1 |
| 3 | COc1cc2c(cc1OC)C(C1(O)CCCCC1)NCC2 (stereo not drawn) |
| -5 | COc1cccc(N/C(SCc2cccc([N+](=O)[O-])c2)=C(/C#N)C(=O)NCc2cccs2)c1 |
| 0 | O=C1C=C(O)c2[nH]c(=O)ccc2C1=O |
| 1 | O=C(O)c1ccc(C=NNC(=O)c2cccc3ccccc23)cc1 |
| -1 | O=C(NNC(=O)c1cccc2ccccc12)c1cccc(F)c1 |
| 2 | Cc1ccc(S(=O)(=O)N(C)c2ccc(OC(=O)CN3C(=O)NC(C)(c4ccccc4)C3=O)cc2)cc1C (stereo not drawn) |
| -3 | CCn1c(CNC(=O)c2cccs2)nnc1SCC(=O)NCCc1ccccc1 |
| -2 | CCCCN(C(=O)c1ccc(N(C)S(=O)(=O)c2ccc(C)cc2)cc1)c1c(N)n(CC(C)C)c(=O)[nH]c1=O |
| 1 | COc1ccc(-c2ccc3c(c2)C2CC3CCN2C(=O)OCc2ccccc2)cc1 (stereo not drawn) |
| -1 | COC1CCC2(C)C(=CCC3C4CC(O)CC4(C)CCC32)C1 (stereo not drawn) |
| -1 | CCN(C(=O)CSc1nnc(-c2ccc(OC)cc2)n1N)c1c(N)n(Cc2ccccc2)c(=O)[nH]c1=O |
| -2 | COc1ccc(C(=O)c2ccc(Cl)cc2)c(OC)c1OC |
| 5 | Cc1c2cnn(-c3ccccc3)c(=O)c2c(C)n1CCCC(=O)N1CCN(c2ncccn2)CC1 |
| 3 | S=C(NCc1ccco1)NCc1ccco1 |
| 1 | O=S(=O)(c1ccccc1)N1CCN(c2ncnc3sc(-c4ccccc4)cc23)CC1 |
| 0 | Cc1ccc(C(=O)N2[C@@H]3CN(C)C(=O)[C@@]2(C)[C@H]2C(=O)N(Cc4ccccc4)C(=O)[C@@H]32)cc1 |
| -1 | S=c1sc2c(Cl)ncnc2n1-c1ccccc1 |
| 1 | O=C1CCCc2ccc3ccccc3c21 |
| 8 | O=C(Nc1ccccc1C(=O)O)c1cccc(NS(=O)(=O)c2ccc(Br)cc2)c1 |
| 1 | C1=C(CCNc2ncnc3c2[nH]c2ccccc23)CCCC1 |
| 20* | O=C(O)c1ccc(/C=C2/SC(=S)N(Cc3ccccc3)C2=O)cc1 |
| -2 | CCOC(=O)c1n[nH]n2c1nc(=O)c1ccccc12 |
| -7 | N#C/C(=C\c1ccc(OCc2ccc(Br)cc2)cc1)C(=O)Nc1cccc(C(=O)O)c1 |
| 6 | COc1ccc(-c2n(CC(=O)OC3CC(C)CCC3C(C)C)c3ccccc3[n+]2C)cc1 (stereo not drawn) |
| 0 | CCNC(=O)OCCC12CC3CC(CC(C3)C1)C2 |
| -1 | CC1=CC(C)C2(COC(c3ccc[n+](C)c3)OC2)C(C)C1 (stereo not drawn) |
| -3 | N#CC(C#N)=C1C=CC=CN1/C(=C\c1ccccc1Cl)C(=O)c1ccccc1 |
| 2 | CCOC(=O)C(CO)NC(=O)C1(NC(C)=O)CCCC1 (stereo not drawn) |
| 0 | OC(c1ccccn1)C(O)c1ccccn1 (stereo not drawn) |
| 0 | CC12CCCCC1C(C(N)=O)C(=O)O2 (stereo not drawn) |
| -7 | Nc1cccc2c(O)cc(S(=O)(=O)O)cc12 |
| 1 | COc1ccccc1NS(=O)(=O)c1cc(NC(=O)CN2C(=O)NC3(CCCCC3)C2=O)ccc1C |
| 1 | Cc1cn(CC(=O)NCCNc2ccc([N+](=O)[O-])cn2)c(=O)[nH]c1=O |
| -3 | Cc1cccc2c1CCCC2=O |
| -1 | O=C(Nc1ccc(N2CCOCC2)cc1)c1ccc(S(=O)(=O)N2CCCCC2)cc1 |
| 1 | COc1ccc(C)cc1NS(=O)(=O)c1ccccc1 |
| -1 | O=C(Nc1ccccc1)N1CCN(c2ccccc2)CC1 |
| -1 | COc1ccc(CN(C)C(=O)C(CCSC)NS(=O)(=O)c2ccc3c(c2)OCCO3)c(OC)c1OC (stereo not drawn) |
| 0 | O=C1S/C(=C\c2ccccc2)C(=O)N1CC(O)Cn1c2ccccc2c2ccccc21 (stereo not drawn) |
| 0 | Nc1nc(=S)c2ncn(C3OC(CO)C(O)C3O)c2[nH]1 (stereo not drawn) |
| 1 | CN(C(=O)c1ccc(NC(=O)Cc2cccc(NC(=O)C3CCN(C(=O)C4CC4)CC3)c2)cc1)C1CC1 |
| -6 | CC(=O)C1(O)C(C)CC2C3CC=C4CC(O)CCC4(C)C3CCC21C (stereo not drawn) |
| -2 | COc1ccc(CCN(C)C2CCCN(S(=O)(=O)N(C)C)C2)cc1OC (stereo not drawn) |
| 0 | Cc1cc2nccnc2cc1C |

Later entries:
| GRIN3A LBD mod | canonical_smiles |
| --- | --- |
| 2 | CC12C=CC(=O)C=C1C(F)CC1C3CCC(O)(C(=O)CO)C3(C)CC(O)C12F (stereo not drawn) |
| 2 | COc1ccc(S(=O)(=O)N2CCN(Cc3cc4c(cc3Br)OCCO4)CC2)cc1 |
| -10 | COc1ccccc1C=C1SC(=S)NC1=O |
| -2 | Cc1ccccc1OCCC(=O)Nc1cc(S(=O)(=O)N2CCCCC2)ccc1N1CCN(C)CC1 |
| 31* | CCOc1ccc(CCN2C(=S)N([C@@H](CC(C)C)CN3CCCC3CN3C(=S)NC[C@@H]3Cc3ccc(O)cc3)C[C@@H]2Cc2ccccc2)cc1 (stereo partly drawn) |
| 0 | C(=NOCc1ccccc1)c1cccnc1 |
| -1 | COc1cc(NCCCNC(C)C)c2nccc(C)c2c1 |
| 0 | CCN1CCN(c2ccc(S(=O)(=O)N3CCOCC3)cc2NC(=O)CC(NC(C)=O)c2ccccc2)CC1 (stereo not drawn) |
| 0 | Brc1ccc(Br)c2cnccc12 |
| 0 | Cc1ccc2sc(C)cc(=O)c2c1 |
| 0 | CN(C)S(=O)(=O)NCC1CCCN(Cc2cc3ccccc3s2)C1 (stereo not drawn) |
| -1 | CC(=O)Nc1ccc(C(=O)Nc2cc(S(=O)(=O)N3CCOCC3)ccc2N2CCOCC2)cc1 |
| 1 | CCOC(=O)c1c(C)c(/C=N/Nc2ccccc2)n(C)c1C |
| -5 | COc1ccccc1Cn1c(=S)[nH]c2ccc(Br)cc2c1=O |
| -1 | CC[C@@H](C(=O)[C@@H](C)[C@@H](O)[C@H](C)[C@@H]1O[C@@H]([C@@H](CC)C(=O)O)CC[C@@H]1C)[C@H]1O[C@]2(C=C[C@@H](O)[C@]3(CC[C@@](C)([C@H]4CC[C@](O)(CC)[C@H](C)O4)O3)O2)[C@H](C)C[C@@H]1C |
| 2 | COc1cccc(CN(C)CC(=O)Nc2cccc(S(=O)(=O)N(C)c3ccccc3)c2)c1OC |

2 of the compounds above, bar-delimited.
mol | GRIN3A LBD mod
CC[C@@H](C(=O)[C@@H](C)[C@@H](O)[C@H](C)[C@@H]1O[C@@H]([C@@H](CC)C(=O)O)CC[C@@H]1C)[C@H]1O[C@]2(C=C[C@@H](O)[C@]3(CC[C@@](C)([C@H]4CC[C@](O)(CC)[C@H](C)O4)O3)O2)[C@H](C)C[C@@H]1C | -1
COc1cccc(CN(C)CC(=O)Nc2cccc(S(=O)(=O)N(C)c3ccccc3)c2)c1OC | 2

Other entries follow:
| GRIN3A LBD mod | canonical_smiles |
| --- | --- |
| 1 | Cc1ccc(S(=O)(=O)N2CCN(S(=O)(=O)c3ccccc3)C2)cc1 |
| 2 | COc1cc(C(=O)NNC(=O)COc2ccc(Br)cc2)ccc1OCC(=O)N1CCOCC1 |
| 0 | O=Nc1nc2ncccn2c1-c1ccccc1 |
| 0 | C/C(=N\NC(=O)c1cccc(N/N=C(\C)c2ccco2)c1)c1ccco1 |
| -4 | COC(=O)C1=C(C(=O)OC)N2C=CC=CC2(C)C(C(=O)OC)=C1C(=O)OC (stereo not drawn) |
| -1 | CC(=O)c1ccc(S(=O)(=O)N(C)CC(=O)Nc2cccc(S(=O)(=O)N3CCCC3)c2)cc1 |
| 0 | CCN1C[C@@H]2[C@@H]3C(=O)N(C)C(=O)[C@@H]3[C@](CC)(C1=O)N2C(=O)c1ccccc1 |
| 2 | COC(=O)c1ccc(NC(=O)c2cc3sccc3n2C)cc1 |
| -3 | O=C(CN1C(=O)c2ccccc2C1=O)NCC(=O)Nc1ccccc1 |
| 1 | COc1ccc(-c2ccc3c(c2)C2CC3CCN2Cc2ccc(OC(F)(F)F)cc2)cc1 (stereo not drawn) |
| 0 | COc1cccc(C2c3cc4c(cc3OC(NNC(N)=O)C2C)OCO4)c1O (stereo not drawn) |
| 1 | COc1ccc(/C=C/C(=O)c2cc(F)ccc2OC(=O)c2ccccc2OC)cc1OC |
| 0 | CC12C=CC(=O)C=C1CCC1C3CCC(O)(C(=O)CO)C3(C)CC(O)C12F (stereo not drawn) |
| -6 | CCn1c(C)cc(/C=C2/NC(=O)N(CC(=O)Nc3cccc(C)c3)C2=O)c1C |
| -5 | CN(C)/C=N/C1=C(C#N)C(c2cccs2)c2ccc3ccccc3c2O1 (stereo not drawn) |
| -1 | CCC1C(c2ccccc2)=CCC(C(=O)O)C1C (stereo not drawn) |
| -1 | Cc1ccc2nc(N(CCCN(C)C)C(=O)CCc3ccccc3)sc2c1 |
| -2 | Clc1cccc(-c2ccc(C=Nc3ccc(N4CCOCC4)cc3)o2)c1Cl |
| 0 | COc1ccc(NC(=S)N2CCC(C(=O)c3ccc(Cl)cc3)CC2)cc1 |
| 0 | Cc1ccc(S(=O)(=O)N2CC=C(N)N2)cc1 |
| 3 | CCCCn1c(N)c(N(C(=O)CSc2nncn2-c2ccccc2)C2CCCC2)c(=O)[nH]c1=O |
| 0 | COc1ccc(N2CCN(Cc3nc4c(c(=O)n(C)c(=O)n4C)n3Cc3ccccc3C)CC2)cc1 |
| -2 | Cn1c(=O)oc2ccccc2c1=O |
| 1 | O=C(Nc1cccc2ccccc12)c1ccc(Br)o1 |
| -4 | CCN(Cc1ccccc1)C(=O)/C=C/c1ccccc1[N+](=O)[O-] |
| -1 | Cc1n[nH]c(=S)c2nn(-c3ccccc3F)c(C)c12 |
| -1 | Cc1ccc(-c2nc3ccccc3n3nnnc23)cc1 |
| 0 | O=C(Cc1ccc(NC(=O)C2CCCN(C(=O)C3CCCC3)C2)cc1)Nc1ccc(C(=O)N2CCOCC2)cc1 (stereo not drawn) |
| -4 | COc1ccc(NC(=O)NS(=O)(=O)c2ccc(C)cc2)cn1 |
| -5 | CCCc1cc(=O)[nH]c(SCC(=O)Nc2cc(S(=O)(=O)N3CCCCC3)ccc2Cl)n1 |

Among those listed so far, these have a halogen:
| GRIN3A LBD mod | canonical_smiles |
| --- | --- |
| 1 | Cc1ccc(-c2cc(C(F)(F)F)n3ncc(C(=O)O)c3n2)cc1 |
| -2 | COc1cc2cc(c1Cl)N(C)C(=O)CC(OC(=O)C(C)N(C)C(C)=O)C1(C)OC1C(C)C1CC(O)(NC(=O)O1)C(OC)C=CC=C(C)C2 (stereo not drawn) |
| 1 | CCC(=O)Nc1cc2c(cc1Cl)-c1ccccc1C2 |
| 2 | Cc1ccsc1C(=O)Nc1cc(Cl)ccc1-n1cncn1 |
| -1 | O=C(NNC(=O)c1cccc2ccccc12)c1cccc(F)c1 |
| -2 | COc1ccc(C(=O)c2ccc(Cl)cc2)c(OC)c1OC |
| -1 | S=c1sc2c(Cl)ncnc2n1-c1ccccc1 |
| 8 | O=C(Nc1ccccc1C(=O)O)c1cccc(NS(=O)(=O)c2ccc(Br)cc2)c1 |
| -7 | N#C/C(=C\c1ccc(OCc2ccc(Br)cc2)cc1)C(=O)Nc1cccc(C(=O)O)c1 |
| -3 | N#CC(C#N)=C1C=CC=CN1/C(=C\c1ccccc1Cl)C(=O)c1ccccc1 |
| 2 | CC12C=CC(=O)C=C1C(F)CC1C3CCC(O)(C(=O)CO)C3(C)CC(O)C12F (stereo not drawn) |
| 2 | COc1ccc(S(=O)(=O)N2CCN(Cc3cc4c(cc3Br)OCCO4)CC2)cc1 |
| 0 | Brc1ccc(Br)c2cnccc12 |
| -5 | COc1ccccc1Cn1c(=S)[nH]c2ccc(Br)cc2c1=O |
| 2 | COc1cc(C(=O)NNC(=O)COc2ccc(Br)cc2)ccc1OCC(=O)N1CCOCC1 |
| 1 | COc1ccc(-c2ccc3c(c2)C2CC3CCN2Cc2ccc(OC(F)(F)F)cc2)cc1 (stereo not drawn) |
| 1 | COc1ccc(/C=C/C(=O)c2cc(F)ccc2OC(=O)c2ccccc2OC)cc1OC |
| 0 | CC12C=CC(=O)C=C1CCC1C3CCC(O)(C(=O)CO)C3(C)CC(O)C12F (stereo not drawn) |
| -2 | Clc1cccc(-c2ccc(C=Nc3ccc(N4CCOCC4)cc3)o2)c1Cl |
| 0 | COc1ccc(NC(=S)N2CCC(C(=O)c3ccc(Cl)cc3)CC2)cc1 |
| 1 | O=C(Nc1cccc2ccccc12)c1ccc(Br)o1 |
| -1 | Cc1n[nH]c(=S)c2nn(-c3ccccc3F)c(C)c12 |
| -5 | CCCc1cc(=O)[nH]c(SCC(=O)Nc2cc(S(=O)(=O)N3CCCCC3)ccc2Cl)n1 |
